Growth percent in the NCI-60 one-dose screen (48 h, 10 µM unless noted): 100 = growth as untreated, 0 = no growth, -100 = all killed.
COLO 205: COLO 205 colon cancer; AID 1794742; actives 7.3% (n = 79,000)
A498: A498 renal cancer cells; actives 5.4% (n = 76,000); AID 1794774
HCT-15: HCT-15 colon cancer; actives 5.2% (n = 82,000)
SW-620: SW-620 colon cancer | actives 5.2% (n = 82,000)
SNB-75: SNB-75 CNS cancer; AID 1794750; actives 5% (n = 79,000)
KM12: KM12 colon cancer cells; actives 5% (n = 82,000); AID 1794800
HCC-2998: HCC-2998 colon cancer; actives 4.7% (n = 79,000)
HT29: HT29 colon cancer; actives 7.4% (n = 81,000)
HCT-116: HCT-116 colon cancer; AID 1794798; actives 7.3% (n = 82,000)
* marks the source's active call; other numbers are inactive results; · = not tested or not shown; & = joins results of further samples; [ ] = dose if it differs, or a comment. How the source made its calls: active means growth percent below 10; inactive means the rest.

SMILES	COLO 205	A498	HCT-15	SW-620	SNB-75	KM12	HCC-2998	HT29	HCT-116
CN(C)CCCC1(c2ccc(F)cc2)OCc2cc(-c3ncccc3Cl)ccc21 (configuration not stated)	90	99	87	86	64	91	92	81	79
OCCN(CCO)Cc1nc2ccccc2[nH]1	108	81	100	93	87	97	101	108	104
Nc1ccc(-c2cc(-c3cc4c([nH]c5ccccc54)c(-c4ccc(F)cc4)n3)cc(-c3ccccn3)n2)cc1	63	82	90	94	91	95	112	92	78
Oc1ccccc1/C=N/Nc1nc(N/N=C/c2ccccc2O)nc(N2CCCCC2)n1	75	83	23	32	74	52	60	55	22
O=C(O)c1ccc(-c2ccc(/C=N/Nc3nc(Nc4ccccc4)nc(N4CCCCC4)n3)o2)cc1	83	73	55	87	66	62	75	63	58
O=C(NC(Cc1c[nH]c2ccccc12)C(=O)O)OCC1c2ccccc2-c2ccccc21 (configuration not stated)	108	133	105	107	·	98	102	98	102
O=C(O)Cn1ncc2c(Nc3ccc(NS(=O)(=O)c4ccccc4)cc3)ncnc21	105	94	101	100	80	106	104	105	102
CC1(C)CCC(C)(C)NC(=S)N1	103	112	99	111	105	99	109	107	99
CCCCCCC1(C(OC)OC)NC(=O)N(C)C1=O (configuration not stated)	121	97	103	105	101	119	109	103	105
O=C1c2ccccc2-c2c1c1c(NCCCO)nc3ccccc3c1n2Cc1ccccc1	62	·	66	25	-1.8*	38	26	5.6*	-57*
CN(C)N=Nc1ccc(N(C)C)cc1	100	88	100	93	104	96	100	91	93
CCCCCCCn1ncc2c(N[C@H](C)c3ccccc3)ncnc21	127	77	100	111	97	98	114	109	96
O=C(c1ccc(F)c(Cl)c1)N1c2ccccc2Sc2ccccc21	45	62	27	34	69	40	62	36	31
C/C(=C(\CNc1ccc(S(=O)(=O)c2ccc(N)cc2)cc1)C(=O)c1ccccc1)c1ccccc1	101	78	97	102	77	·	103	93	75
Fc1ccc(NCc2ccc3cc2OCC#C/C=C\C#CCO3)cc1	·	104	89	111	88	108	114	90	89
Cc1ccc2oc(=O)cc(-c3nc4ccc([N+](=O)[O-])cc4[nH]3)c2c1	68	44	59	78	70	60	67	71	8.5*
CCOC(=O)c1cc(-c2ccc(Br)cc2)n(C(=O)CSc2nc3sc4c(c3c(=O)n2-c2ccc(Cl)cc2)CCCC4)n1	123	100	107	105	83	105	127	120	109
CCOC(=O)c1c(N2CCN(C)CC2)[nH]c(=O)c(C=Nc2ccc(Cl)cc2)c1O	125	92	72	97	83	90	84	102	73
CN1CCN(c2ccc(-c3cccc(CN4CCOCC4)c3)cc2NC(=O)c2c[nH]c(=O)cc2C(F)(F)F)CC1	88	82	96	82	73	95	100	94	82
O=C(CN1C(=O)C(=O)c2ccccc21)Nc1ccc(-c2nc3ccccc3s2)cc1	100	89	97	101	90	99	102	107	91
CCn1c(Cc2ccccc2Nc2c(Cl)cccc2Cl)nnc1SCC(=O)NN1C(=O)/C(=C/c2cc(OC)c(O)c(OC)c2)SC1=S	45	21	50	21	2.6*	18	57	26	11
COc1ccc(N=Nc2cc(-c3ccc(Cl)cc3)oc2O)cc1	118	103	111	99	90	101	104	132	117
CCCCCCCC/C=C\CCCCCCCC(=O)OCCCCCCCCCCCCCCC	112&124	105&105	96&108	110&116	102&99	99&108	109&109	106&106	102&107
CCN1CCN(C(=S)SCC(=O)Nc2nc3ccc(C)cc3s2)CC1	103	126	103	109	89	108	·	102	95

Entries of single compounds, quoted from the list. Order of values: COLO 205	A498	HCT-15	SW-620	SNB-75	KM12	HCC-2998	HT29	HCT-116
CCN1CCN(C(=S)SCC(=O)Nc2nc3ccc(C)cc3s2)CC1 reads 103	126	103	109	89	108	·	102	95
CCOC(=O)c1cc(-c2ccc(Br)cc2)n(C(=O)CSc2nc3sc4c(c3c(=O)n2-c2ccc(Cl)cc2)CCCC4)n1 reads 123	100	107	105	83	105	127	120	109
O=C(CN1C(=O)C(=O)c2ccccc21)Nc1ccc(-c2nc3ccccc3s2)cc1 reads 100	89	97	101	90	99	102	107	91
CCOC(=O)c1c(N2CCN(C)CC2)[nH]c(=O)c(C=Nc2ccc(Cl)cc2)c1O reads 125	92	72	97	83	90	84	102	73

Further records follow.
SMILES	COLO 205	A498	HCT-15	SW-620	SNB-75	KM12	HCC-2998	HT29	HCT-116
CC1(O)CCCCC1O (configuration not stated)	108	·	102	104	97	115	104	106	101
Cc1ccc(S(=O)(=O)c2ccc3[nH]c(=O)[nH]c(=O)c3c2)cc1	99	102	103	105	92	106	·	107	91
Cc1cc(=O)n(C(=O)NCc2ccc(Cl)cc2Cl)[nH]1	108	·	106	101	103	102	112	98	104
COc1ccc(/C=C(\c2cc(OC)c(OC)c(OC)c2)c2nnc(-c3ccc(OC)cc3)o2)cc1	96	61	95	98	91	101	99	96	95
COc1cc(-c2n/c(=C\c3c(O)[nH]c4ccccc34)cc3c2=Nc2ccccc2-3)cc(OC)c1OC	-49*	-16*	14	33	5.5*	6.0*	-20*	4.2*	3.4*
COc1ccc(-c2cc(-c3cccnc3)nc3n[nH]c(N)c23)cc1OC	104	77	97	111	22	87	104	84	87
O=C(N/N=C/c1ccc(OCc2ccccc2)cc1)c1cnn2c1NC(c1ccccc1)C2 (configuration not stated)	94	·	98	105	98	102	114	98	91
CNC1=C([N+](=O)[O-])C(c2ccccc2)C(C#N)=C(c2ccc[nH]2)O1 (configuration not stated)	106	93	104	101	89	108	92	106	102
O=C1NCC(Nc2ccc(Br)cc2)C(=O)N1 (configuration not stated)	106	·	102	100	76	101	99	106	98
C/C(=C/c1cc(Cl)ccc1O)c1ccc2cc(Cl)ccc2[o+]1	107	107	105	101	98	98	111	112	99
O=C1C(Cl)C(c2ccccc2[N+](=O)[O-])N1n1cnnc1 (configuration not stated)	·	98	100	98	77	100	103	98	97
Cc1c(C(=O)OCCCl)c(=O)n(-c2ccccc2)n1C	113	81	96	109	88	113	107	98	98

By substructure, the entries above containing a furan ring, fused or not (2)
SMILES	COLO 205	A498	HCT-15	SW-620	SNB-75	KM12	HCC-2998	HT29	HCT-116
O=C(O)c1ccc(-c2ccc(/C=N/Nc3nc(Nc4ccccc4)nc(N4CCCCC4)n3)o2)cc1	83	73	55	87	66	62	75	63	58
COc1ccc(N=Nc2cc(-c3ccc(Cl)cc3)oc2O)cc1	118	103	111	99	90	101	104	132	117

More structures follow:
SMILES	COLO 205	A498	HCT-15	SW-620	SNB-75	KM12	HCC-2998	HT29	HCT-116
CCc1cc2c(c3ccc(C(=O)CBr)cc13)CCCC2	102	102	101	111	92	103	103	92	102
C=CCN1[C@@H]2CC3CN4C(=O)C(=O)N5c6cccc7c6[C@](O)(CCC7)[C@H]2[C@@]45[C@]31C(=O)OCC (some centres not stated)	119	·	45	81	86	64	106	80	73
CCC(=O)Oc1ccc(C(OC(C)=O)OC(C)=O)cc1	122	103	106	106	92	101	99	92	93
Nc1c2c(nc3ccc(Br)cc13)CC(c1ccccc1)CC2=O (configuration not stated)	19	1.2*	22	26	-1.7*	25	63	16	32
S=c1cn[nH]c2ccccc12	100	73	99	98	84	105	·	108	98
C/C(=C\c1csc(C)n1)[C@@H]1C[C@@H]2O[C@]2(C)CCC[C@H](C)[C@H](O)[C@@H](C)C(=O)C(C)(C)[C@@H](O)CC(=O)N1	-62*	-29*	-93*	-99*	-19*	-99*	·	-10*	-79*
Cc1ccc(NS(=O)(=O)c2ccc(-c3cnc(C4CC4)o3)cc2)cc1C(F)(F)F	68	47	35	37	47	39	84	29	41
COc1ccc(C(=O)n2cc(C=O)c3ccccc32)cc1	114	122	88	90	99	102	104	118	91
O=C(O)CCc1ccc(NC(=O)CN(CCO)CCO)cc1	109	86	106	101	95	108	111	102	106
O=C(O)c1ccc(-n2cc(CNc3cccc(Br)c3)c(-c3ccc(F)cc3)n2)cc1	125	89	68	106	91	94	109	100	83
CCCCOc1ccc(S(=O)(=O)N2CCN(c3nc(C)cc(N4CCOCC4)n3)CC2)cc1	5.8*	37	5.3*	29	2.5*	4.0*	33	-36*	-1.2*
O=C(Cc1c[nH]c2ccccc12)N=Nc1c(O)[nH]c2ccc(Br)cc12	122	·	95	95	·	95	115	110	93
CC12CCC(CC1O)C2C(=O)O (configuration not stated)	110	88	112	105	100	97	98	99	114
Cc1ccc(N=C2NC(=O)CS2)c(C)c1	116	103	107	106	94	112	100	109	106
Cn1c(SCC(=O)NNc2ncnc3ccccc23)nc(-c2ccc(O)cc2)c(C#N)c1=O	115	·	100	103	99	108	109	113	106
CC(C)CC(=O)OC1CCC(C2CCCCC2)CC1 (configuration not stated)	106	96	100	104	89	106	107	92	103
CCn1cc(C(=O)NNC(=S)Nc2ccc(Cl)cc2)c(=O)c2ccc(C)nc21	109	81	94	93	94	91	101	105	103
CCOC(=O)C1OC1(c1ccccc1)c1ccccc1 (configuration not stated)	119	106	109	105	108	94	117	107	107
N/C(=N\S(=O)(=O)c1cccc(C(F)(F)F)c1)Nc1nc2ccccc2[nH]1	102	83	97	85	·	84	91	106	84
COc1ccc(NC(=O)Nc2ccc(-c3ccc(OC)c(OC)c3)nc2C)cc1	92	72	92	65	48	45	83	69	49
Nc1ccccc1SSc1ccccc1N	105&110&116	107&83	102&94&102	96&88&106	47&97	95&96&95	81&120&103	102&108&103	94&93&104
CCCCCCC(C(=O)O)(C(=O)O)C1CCCCCC1	100	87	105	99	92	103	106	100	95
Cc1c(C(=O)N[C@@H](Cc2ccccc2)C(=O)C(=O)NCc2ccccc2)oc2cc(O)ccc2c1=O	109	119	105	110	·	112	108	113	115
Fc1ccc(Nc2nc(-c3ccncc3)cs2)cc1	58	35	76	97	75	91	112	36	84
COc1c(Cl)cc(Cl)cc1Cl	116	96	116	92	116	109	118	108	109
NC(=O)CCn1cc(-c2ccc3ncnc(Nc4cc(O)c(F)cc4F)c3c2)nn1	105	114	98	112	84	101	109	92	97
OCCC1CCCCN1 (configuration not stated)	127	98	112	105	98	110	101	114	99
O=C1NN(C(=O)c2ccccc2)C(c2ccc(Cl)c(Cl)c2)=C/C1=C\c1ccccc1	93[7.5 µM]	99[7.5 µM]	80[7.5 µM]	94[7.5 µM]	80[7.5 µM]	95[7.5 µM]	102[7.5 µM]	93[7.5 µM]	92[7.5 µM]
CC(=O)c1cc2c(N)c(C(=O)Nc3cccc(F)c3C)sc2nc1C	74	43	85	86	68	87	85	82	92
Cn1cc(-c2ccc3ncc(-c4ccc(CC(=O)Nc5cc(C(C)(C)C)no5)cc4)nc3c2)cn1	·	18	16	48	44	6.9*	60	52	24
CCOC(=O)/C(C#N)=C1/NNC(=Nc2cccnc2)S1	103	·	101	95	92	102	113	98	92
CCOC(=O)c1c(C)nc2[nH]n(-c3ccccc3)c(=O)c2c1-c1ccc(O)cc1	83	89	99	102	101	107	100	106	110
O=C1CSC(=S)N1/N=C/c1cccc2ccccc12	104	109	97	106	93	102	104	108	106
Cc1nn(-c2ccccc2)c(Oc2ccccc2)c1/C=N\N=c1/sc2ccccc2n1C	86	88	53	96	70	87	107	75	50
CC(=O)OC/C1=C\CC2CCC(C)(O)C(CC(O)/C(C)=C/CC1)C2(C)C (configuration not stated)	112	·	110	126	103	99	·	112	104
COc1ccc(C(=O)CSc2nnc(-c3cnccn3)n2-c2ccccc2)cc1	100	80	71	80	85	65	85	83	83

Part of the list above, limited to COLO 205 and KM12:
Structure,COLO 205,KM12
CN1CCN(c2ccc(-c3cccc(CN4CCOCC4)c3)cc2NC(=O)c2c[nH]c(=O)cc2C(F)(F)F)CC1,88,95
O=C(CN1C(=O)C(=O)c2ccccc21)Nc1ccc(-c2nc3ccccc3s2)cc1,100,99

Additional results
SMILES	COLO 205	A498	HCT-15	SW-620	SNB-75	KM12	HCC-2998	HT29	HCT-116
CC[C@]1(O)C[C@@H]2CN(Cc3c([nH]c4ccccc34)[C@@](C(=O)OC)(c3cc4c(cc3OC)N(C)[C@H]3[C@@](O)(C(=O)OC)[C@H](OC(C)=O)[C@]5(CC)[C@@H]6C[C@@H]6CN6CC[C@]43[C@@H]65)C2)C1	-50*	-8.1*	61	21	10	-9.7*	7.4*	-2.3*	2.4*
CCC(\C=N/N=C(N)/C(N)=N/N=C\C(CC)CC)CC	115	97	103	102	100	110	104	105	101
CCNC(=O)Oc1ccc(/C(=C(/C)Cc2ccc(OC)cc2)c2ccc(OCCN3CCCC3)cc2)cc1	33	92	46	81	74	71	71	7.5*	44
C(=N\Nc1ncc(-c2cc3cc4c(cc3o2)OCO4)s1)/c1cccnc1	107	100	103	99	97	103	102	95	92
Cc1ccc(S(=O)(=O)N(C)c2ccccc2C(=O)NO)cc1	105	86	102	105	65	110	102	99	97
N#Cc1ccc2c(c1)Oc1ccccc1C1=NCCN12	103	87	104	91	78	108	106	97	97
COc1ccc(-c2nnc(COc3ccc(NS(=O)(=O)c4ccc(Cl)cc4)cc3F)o2)cc1	94	71	73	104	87	66	95	95	74
c1ccc(C2CCCCC2)c(OCCCCCN2CCNCC2)c1	-75*	52	-35*	11	48	36	-69*	3.8*	-7.6*
Cc1nnc2n1N=C(c1ccc(Cl)cc1)CS2	112	96	97	99	102	101	97	105	108
CCOC(=O)/C(=C/Nc1ccc(OCc2ccccc2)cc1)NC(=O)c1ccccc1	123	97	102	114	94	107	109	118	88
Oc1ccc(CNNc2ccnc3c(O)cccc23)c2cccnc12	65	75	24	28	55	23	36	74	27
Nc1cccc(C(=O)Nc2ccc3c(O)cc(S(=O)(=O)O)cc3c2)c1	103	98	114	93	77	128	129	113	110
CCOC(=O)c1ccc(N2C(=O)CC(SC3=NC(c4ccc(OC)cc4)C=C(c4ccccc4)N3)C2=O)cc1 (configuration not stated)	106	110	100	108	76	109	110	100	96

Look-ups from the list.
Value of c1ccc(C2CCCCC2)c(OCCCCCN2CCNCC2)c1 under HCT-116: -7.6*
Value of CC[C@]1(O)C[C@@H]2CN(Cc3c([nH]c4ccccc34)[C@@](C(=O)OC)(c3cc4c(cc3OC)N(C)[C@H]3[C@@](O)(C(=O)OC)[C@H](OC(C)=O)[C@]5(CC)[C@@H]6C[C@@H]6CN6CC[C@]43[C@@H]65)C2)C1 under KM12: -9.7*
Value of COc1ccc(-c2nnc(COc3ccc(NS(=O)(=O)c4ccc(Cl)cc4)cc3F)o2)cc1 under SNB-75: 87
